Compound activity deposited in PubChem BioAssay by several laboratories.
Autophagy mod – autophagy modulators in MEF cells, primary screen, imaging, high-content, MEF GFP-LC3; MEF GFP-LC3 puncta imaging; test concentration mostly 10 µM; calls only at 10 µM (by protocol); 190,000 tested, 0.98% active; AID 463193, 2010;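 active = percentage of spot-positive cells more than 3 SD above its plate mean, without a fluorescence outlier flag or 80% toxicity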;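 note: spot-positive cell cutoff set from DMSO-treated cells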
bCat nuc transl – modulators of beta-catenin nuclear translocation, primary screen, imaging, HeLa cells, immunofluorescence, high-content. nuclear translocation activity, % at 5 µM. 190,000 tested, 0.3% active. AID 1665, 2009;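 active = nuclear translocation activity above 50% at 5 µM, with a well cell count of 50 or more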;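 note: per-cell ratio of nuclear to cytoplasmic median beta-catenin stain intensity; plate controls were DMSO negative control for no effect and GSK-3 inhibitor IX positive control for full effect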
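Signal – beta-catenin immunofluorescence imaging with DAPI · Test system – human HeLa cell line · Dosing – 5 µM primary single dose, 0.1% DMSO, 0.02–20 µM confirmation series · Measure – % activation, nuclear-to-cytoplasmic median beta-catenin signal ratio per cell · Incubation – 24 h compound exposure at 37°C, 5% CO2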
NOD1 NF-kB reporter – NOD1 signaling inhibitors, primary screen, cell-based, luminescence, uHTS (AID 1578); 290,000 tested, 1% active; NOD1-driven NF-kB luciferase reporter cells, luminescence; higher % means a stronger effect; inhibition, % at 4 µM; hits with a dose series show EC50 in µM; in the data active = inhibition mostly above about 36%, no sharp cut-off; inactive = mostly below about 34%;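 note: HEK-293T reporter cells stimulated with the NOD1 agonist gamma-tri-DAP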
NOD2 inhibition – NOD2 signaling inhibitors, cell-based, luminescence, uHTS, HEK293 (AID 1566) | HEK293 NOD2/NF-kB luciferase reporter, luminescence; higher % means a stronger effect | inhibition, % at 4 µM, or EC50 in µM where a hit was titrated | 290,000 tested, 0.63% active; in the data active = inhibition above about 50%; note: many of its hits are not listed in these tables
Dynein cargo inh – inhibitors of GR-EGFP nuclear translocation, primary screen, dynein cargo transport inhibitor project, imaging, high-content, 3617.4 mouse cells. z-score, hits read low. 220,000 tested, 0.47% active. test concentration mostly 20 µM; stimulated with dexamethasone, 1 µM; stronger effect = lower value;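 active = plate z-score of nuclear minus cytoplasmic receptor signal below a set negative limit, without overly bright fluorescence or cell loss, cut at about -3.5 in these data, passing the limit was not always enough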;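 note: z-score of nuclear minus cytoplasmic ring GR-EGFP intensity difference per well; some compounds called inactive have numbers as strong as hits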
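Buffer or medium: tet-free, stripped-serum medium; Also added: dexamethasone, 1.0 µM final; Technique: high-content fluorescence imaging after fixation; Times: 48 h induction, 1 h compound, 30 min dex at 37 °C; Read-out: per-cell GR-EGFP intensity, nucleus versus surrounding cytoplasmic ring, well-averaged.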
MT stabilizer – microtubule stabilizers in HeLa cells, primary screen, imaging, high-content imaging; HeLa tubulin immunostaining HCS, 24 h; share of cells brighter than vehicle mean+2SD; % tubulin-high responders, % at 10 µM; 200,000 tested, 0.83% active;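 active = plate Z-score above 3 for both tubulin-high and condensed-nucleus cell shares, with cell loss under 80%, at 10 µM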;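 note: anti alpha tubulin signal scored within the nucleus-defined area of each cell; some results filed as inactive read as strong as hits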
Yfh1-off respiration – enhancers of respiration in Yfh1-depleted yeast, dose response, Friedreich's ataxia, plus single-dose screen (AID 1465) | S. cerevisiae Yfh1-off respiration, WST-1 reduction, 72 h; higher fold induction means a stronger effect | one-dose fold induction at 50 µM; EC50 in µM for titrated hits | 220,000 tested, 0.074% active;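 active = fold induction of absorbance versus untreated yeast above a set limit, then at least 30% activation at any dose in follow-up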;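 note: activators that raise dye reduction in frataxin-depleted yeast; strong numbers were not always called active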
P. falciparum M17LAP – P. falciparum M17LAP inhibitors, primary screen, biochemical, fluorogenic H-Leu-NHMec substrate, 1536-well (AID 1619) | Leucine aminopeptidase (Plasmodium falciparum (isolate 3D7)) | recombinant M17LAP, H-Leu-NHMec fluorogenic kinetic assay; higher % means a stronger effect | inhibition, % at 30 µM, or IC50 in µM where a hit was titrated | 220,000 tested, 0.38% active;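 active = compound inhibiting the enzyme by more than half at any dose during confirmatory dose-response retesting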;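 note: plate controls were full reaction with DMSO carrier for no effect and no enzyme background for full effect; strong numbers were not always called active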
Ins promoter up – insulin promoter activators in MIN6 cells, imaging, high-content screening, mouse beta cells. MIN6 insulin promoter-GFP reporter; stronger effect = higher value. z-score at 5 µM. 190,000 tested, 0.3% active. AID 1625, 2009;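 active = z-score above 3 at 5 µM with at least 500 cells counted in the well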
Dynein cargo inh cytoplasmic EGFP – second read-out of Dynein cargo inh, no call of its own (marks repeat the call); z-score; measured here: cytoplasmic GR-EGFP intensity; stronger effect = higher value
Dynein cargo inh nuclear GR-EGFP – second read-out of Dynein cargo inh, no call of its own (marks repeat the call); z-score; measured here: nuclear GR-EGFP intensity;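 lower value marks the stronger effect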
Dynein cargo inh cell count – also measured in Dynein cargo inh; calls as there; z-score; measured here: cell count per field
Ins promoter up cell count – second read-out of Ins promoter up, no call of its own (marks repeat the call); cell count; measured here: cytotoxicity, nuclei count;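 total cells summed across four imaged fields per well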
bCat nuc transl cell count 5 µM – also measured in bCat nuc transl; calls as there; cell count; measured here: cell count, cytotoxicity flag
MT stabilizer Hoechst-high % – further read-out of MT stabilizer, marked with its call; % Hoechst-high responders; measured here: nuclear condensation Hoechst responders;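 share of cells brighter than vehicle mean plus two SD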
MT stabilizer cytotoxicity % – second read-out of MT stabilizer, no call of its own (marks repeat the call); toxicity, %; measured here: cytotoxicity by cell density;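 0% = mean cell density of plate MIN control wells and 100% = no cells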
Autophagy mod cell loss 18 h – recorded beside Autophagy mod, whose call it bears; toxicity, %; measured here: cell loss, nuclei count;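 cell loss after 18 h compound exposure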
Numbers without * were called inactive; i = inactive; nt = not tested or not shown. A portion of the library; the hit share may differ from the screen's.

Results follow in this order: Dynein cargo inh cytoplasmic EGFP	Yfh1-off respiration	Dynein cargo inh nuclear GR-EGFP	bCat nuc transl	Ins promoter up cell count	NOD2 inhibition	MT stabilizer cytotoxicity %	MT stabilizer Hoechst-high %	bCat nuc transl cell count 5 µM	Dynein cargo inh cell count	Autophagy mod	Dynein cargo inh	P. falciparum M17LAP	Ins promoter up	NOD1 NF-kB reporter	MT stabilizer	Autophagy mod cell loss 18 h
> Cc1ccc(NC(=O)C(c2ccc(Cl)cc2Cl)N2CCCC2)cc1 (stereo not given)
→ -0.2	i	0.056	-1.6	1546	2%	3.7	1.7	1062	0.42	i	0.14	8%	-0.58	-26%	1.5	-1
> COc1ccc(CCCC(=O)N/N=C/c2ccc(C)cc2)cc1
→ -0.34	i	0.03	-1.8	1211	6%	9.2	1.1	1161	-0.0029	i	0.39	4%	-0.3	-40%	1.6	-3
> COc1ccc(C(=O)C(CN2CCCC2)c2ccccc2)cc1 (stereo not given)
→ 0.67*	i	-1.9*	9.5	778	-17%	25	9.3	1165	0.087*	i	-4.3*	-4%	-2	79%*	17	15
> CCOc1ccc(CO/N=C/c2c(C)[nH]c(=O)[nH]c2=O)cc1
→ -0.097	i	-0.29	-3.5	nt	8%	8.5	1.7	588	0.32	i	-0.77	-5%	nt	-39%	1.5	-3
> O=C(c1cccc([N+](=O)[O-])c1)c1ccc2c(c1)OCCOCCOCCO2
→ -0.26	i	0.13	0.2	1079	12%	nt	nt	1288	0.29	nt	0.45	10%	-0.07	-5%	nt	nt
> COC(=O)c1c(NC(=O)CSc2ncnc3c2cnn3-c2ccccc2Cl)sc2c1CCCC2
→ -0.13	i	1.7	1.8	nt	3%	7.5	1.6	514	-2.3	i	2.1	13%	nt	2%	5.0	-6
> CCO[C@H]1OC(C(=O)N2CCOCC2)=C[C@@H](C)[C@@H]1CCCO
→ -0.2	i	0.6	0.6	1471	13%	5.6	1.2	1140	-0.81	i	0.59	-3%	0.99	-27%	3.6	-6
> Nc1nnc(SCC(=O)Nc2ccc3nc(SCC(=O)Nc4ccccc4)sc3c2)s1
→ -0.27	i	-0.43	2.8	1167	12%	7.8	1.7	1090	0.53	i	-0.85	13%	-0.35	37%	3.0	-9
> CC(=O)/C(=N\Nc1ccc(Cl)cc1Cl)Sc1nnc(-c2ccccc2)n1-c1ccccc1
→ -0.25	i	-0.76	-1.6	1555	1%	5.5	3.9	1112	0.67	i	-1.1	-7%	0.22	-20%	3.9	14
> Cc1nc2ccccn2c1C(=O)NNS(=O)(=O)c1ccc(C(C)(C)C)cc1
→ -0.21	i	-0.2	-1.5	1040	36%	0.2	1.5	987	0.58	i	-0.53	-3%	-0.21	40%	1.5	-2
> O=C(CSc1nn(-c2ccccc2)c(=S)s1)Nc1ncccn1
→ -0.28	i	-0.35	-0.6	1213	4%	4.9	1.5	1084	0.81	i	-0.96	-1%	0.09	-8%	4.8	32
> COc1ccc(Cl)cc1NC(=O)c1cccc(NC(=O)CCC(=O)O)c1
→ -0.3	i	-0.038	nt	993	8%	4.3	2.1	nt	0.16	i	0.069	6%	0	4%	3.0	-1
> COc1ccc(CC(=O)Nc2ccccc2C(=O)N2CCOCC2)cc1OC
→ -0.32	i	-0.51	1.2	1211	6%	6.6	3.5	540	0.74	i	-0.24	1%	0.51	-23%	1.3	-8
> CC(=O)N(c1ccc(C(C)C)cc1)C1C=CS(=O)(=O)C1 (stereo not given)
→ -0.15	i	-0.77	-0.6	1249	-6%	6.3	1.6	992	-0.38	i	-0.26	-15%	0.72	-10%	2.4	-9
> CCCCC(=O)Nc1ccc2c(c1)nc1n2CCSC1
→ -0.34	i	-0.092	-6.6	809*	-19%	0.3	1.8	1172	-0.57	i	-0.24	5%	3.2*	-13%	2.8	-2
> O=c1c2cc(NC(=S)NCc3ccccn3)ccc2nc2n1CCCCC2
→ -0.28	i	0.67	-2.6	1267	9%	12	3.1	1084	0.68	i	0.84	-8%	-1.4	-43%	4.4	14
> O=C(CSc1nnc(-c2ccccc2)n1-c1ccccc1)N1c2ccccc2Sc2ccccc21
→ -0.43	nt	-0.42	-1.5	1672	11%	14	5.8	1124	0.95	i	-0.65	-3%	1.8	-24%	5.2	5
> O=C1c2cnccc2CN1Cc1ccccc1
→ -0.19	i	-0.49	-2.3	1466	14%	2.7	1.6	844	-0.26	i	-1.2	-5%	-0.46	3%	2.6	-4
> CCOC(=O)Cc1nnc(NC(=O)CSc2nncn2C)s1
→ -0.093	i	-0.46	-5.2	1193	-2%	8.9	1.7	972	1	i	-1	11%	0.35	-14%	2.1	13
> O=C(NC1CCCCC1)c1ccc(S(=O)(=O)NCc2ccco2)cc1
→ -0.24	i	0.93	-1.2	nt	10%	8.5	4.1	1180	-1.1	i	1.8	-1%	nt	13%	4.7	7
> COc1ccc(CC(=O)NC(C)(C)C)cc1S(=O)(=O)N1CCOCC1
→ -0.31	i	0.73	nt	nt	3%	4.5	1.6	nt	0.74	i	0.14	4%	nt	-17%	1.4	-6
> CCC(CC)C(=O)NCc1ccc2c(c1)cc(C)n2C
→ -0.12	i	0.072	-0.1	1726	6%	6.9	1.6	1337	-1	i	-0.0066	3%	-0.4	10%	2.3	-62
> COc1cc(CN2CCNC(=O)C2CC(=O)N2CCCO2)cc(OC)c1 (stereo not given)
→ -0.32	i	-0.33	1.9	1639	32%	8.0	3.2	1563	1	i	-0.28	-10%	1.3	-28%	2.7	-5
> COc1cccc(C2Oc3ccccc3C3CC(c4cccs4)=NN32)c1 (stereo not given)
→ -0.19	i	0.0052	2.1	1136	-24%	nt	nt	1167	-0.32	nt	0.73	19%	0.64	-13%	nt	nt
> Cc1ccccc1-n1c(=O)cc(N2CCc3ccccc3C2)[nH]c1=O
→ -0.097	i	0.48	nt	1249	0%	6.5	2.5	nt	-0.27	i	0.36	1%	-0.48	-19%	4.2	14
> Cc1cc(=O)[nH]c(-c2ccccc2O)n1
→ -0.42	i	-0.75	-2.7	1187	3%	10	2.9	940	0.87	i	-1.2	9%	0.92	-1%	2.4	-14
> O=C(CSCCS(=O)(=O)c1ccc(Cl)cc1)Nc1ccccc1
→ -0.22	i	-0.38	-0.3	1386	16%	nt	nt	1361	0.03	nt	-0.15	3%	-0.62	-3%	nt	nt
> Cc1ccc(S(=O)(=O)NCC(c2ccco2)N2CCOCC2)cc1 (stereo not given)
→ -0.31	i	0.14	-2.0	1170	11%	3.6	1.6	489	-0.74	i	0.99	7%	0.24	5%	2.4	12
> CCN(CCNC(=O)C1CCCN(S(=O)(=O)c2cnc[nH]2)C1)c1ccccc1 (stereo not given)
→ -0.22	i	-0.25	nt	974	7%	3.9	1.5	nt	0.25	i	-0.5	1%	-0.85	4%	6.2	-2
> O=C(CC(c1ccccc1O)N1CCCCC1)N1CCCCC1 (stereo not given)
→ -0.3	i	-0.39	-5.4	1495	-20%	5.8	4.1	915	0.44	i	-1.2	15%	-0.55	-17%	4.6	-8
> O=C1Nc2ccc(F)cc2C12Nc1ccccc1-c1nnc(SCc3ccccc3)nc1O2 (stereo not given)
→ -0.2	i	0.094	nt	nt	1%	7.0	1.9	nt	-0.66	i	0.52	8%	nt	-3%	5.0	16
> COc1ccc(N2C(=O)C3CCCN3C2=O)cc1 (stereo not given)
→ -0.18	i	-0.083	-3.7	885	2%	1.9	2.8	1152	0.28	i	-0.46	3%	-0.19	-9%	2.9	2
> COc1cc2c(cc1NC(=O)COC(=O)c1ccc(C(C)(C)C)cc1)oc1ccccc12
→ -0.31	i	-0.56	-2.7	1400	9%	8.6	3.1	1153	0.6	i	-0.55	8%	-0.02	-26%	6.4	7
> CCOC(=O)C1=C(C)OC2(O)c3ccccc3C(=O)C12O (stereo not given)
→ -0.26	i	0.7	-0.1	1110	17%	nt	nt	1333	-0.16	nt	0.35	-4%	-0.29	-9%	nt	nt
> O=C(CN1CCOc2ccccc21)N1CCC(Cc2ccccc2)CC1
→ 0.039	i	2.6	nt	nt	nt	4.5	3.5	nt	-1.5	i	3.7	nt	nt	nt	3.3	2
> Cc1cccc(-c2cc(C(=O)Nc3ccc4c(c3)OCCO4)c3ccccc3n2)c1
→ -0.4	nt	0.097	1.0	1476	-57%	7.0	1.7	1391	-0.21	i	-0.1	-1%	1.2	40%	2.2	3
> CCCSc1nc(C)cc(C)c1S(C)(=O)=O
→ -0.24	i	0.043	-1.2	1349	12%	1.1	1.1	1096	-0.34	i	0.36	-1%	-0.93	-7%	1.2	26
> O=C(CNC(=O)c1ccccc1)OC1CCCCC1
→ -0.021	i	0.0077	-2.6	1235	4%	3.6	1.7	1131	-2.1	i	-0.25	24%	-0.1	-24%	1.5	3
> Cc1ccccc1NC(=O)c1ccc(Nc2c([N+](=O)[O-])cc([N+](=O)[O-])c3ccccc23)cc1
→ 0.41	i	-0.8	0.5	1436	43%	0.3	4.5	1072	0.47	i	-1.4	2%	-1	76%*	6.8	3
> Cc1ccc(Oc2c(C)nc(-c3ccccc3)[nH]c2=O)cc1
→ -0.27	i	-0.23	-1.4	1319	6%	nt	nt	1109	0.65	nt	0.061	-6%	-0.3	-6%	nt	nt
